Bioassay records from PubChem BioAssay.
D3 ag: D3 dopamine receptor (human) agonism; P35462; D3R DiscoveRx beta-arrestin cells, luminescence, 90 min; max activation, %; 410,000 compounds, 0.58% hits; AID 652048; in the data active = max activation above about 30%; note: 0% is about no effect; mostly tested at two doses, the higher about 12 µM
Target sequence (P35462 whole entry, looked up): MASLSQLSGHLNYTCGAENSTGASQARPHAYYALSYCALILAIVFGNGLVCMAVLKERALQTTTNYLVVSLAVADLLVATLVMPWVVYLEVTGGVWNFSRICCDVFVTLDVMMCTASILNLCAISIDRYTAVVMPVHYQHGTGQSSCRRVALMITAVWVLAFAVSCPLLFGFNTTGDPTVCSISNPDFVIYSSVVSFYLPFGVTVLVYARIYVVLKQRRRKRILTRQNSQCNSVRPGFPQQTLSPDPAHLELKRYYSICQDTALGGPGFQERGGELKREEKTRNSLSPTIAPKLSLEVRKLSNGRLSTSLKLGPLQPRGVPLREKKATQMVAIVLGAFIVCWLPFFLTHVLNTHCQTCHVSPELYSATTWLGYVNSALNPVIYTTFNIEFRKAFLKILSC
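Cells at 1500/well, incubated overnight, then treated with pinned compounds (dopamine as control) for 90 min at 37 degrees C. DiscoveRx reagent added for 30 - 60 minutes at room temperature; luminescence read.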
KB-3-1 tox: kills parental KB-3-1 adenocarcinoma cells; KB-3-1 viability, CellTiter-Glo ATP luminescence, 72 h; Potency, µM (titrated, usually from 46.1 µM), without a hit: top-dose activity change, negative = cytotoxic, hits mostly cytotoxic; 400,000 compounds, 1.4% hits; AID 1347075; note: potency is the fitted concentration of half-maximal effect; % is set by controls: 0 for no effect and ±100 for the full control effect; nearly all actives have a fitted effect of over 60% in size
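Luminescent ATP read-out (CellTiter-Glo) measures survival of drug-naive KB-3-1 cells after 72 h compound exposure at 37 °C. Titration series was screened from lowest to highest concentration, with DMSO vehicle plates as background controls.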
KB-V1 MDR tox: KB-V1 MDR subline cytotoxicity; KB-V1 MDR cells viability, CellTiter-Glo, 72 h; Potency, µM (highest dose often 46.1 µM), inactives show at the top dose activity change, negative = cytotoxicity, hits mostly cytotoxic; 400,000 compounds, 3.4% hits; note: potency is the fitted concentration of half-maximal effect; % is set by controls: 0 for no effect and ±100 for the full control effect; nearly all actives have a fitted effect of over 60% in size
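Potencies derive from concentration-effect curves fitted to normalized luminescence (CellTiter-Glo) of KB-V1 cells treated for 72 h at 37 degrees C in phenol-red-free DMEM containing 10% FBS.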
HT1080-NT tox: kills 2HG-producing HT-1080-NT fibrosarcoma cells; HT-1080-NT fibrosarcoma viability, CellTiter-Glo ATP luminescence, 48 h; Potency, µM (doses to about 46.1 µM), for inactives: top-dose activity, negative = less viability, usual class: cytotoxic; 360,000 compounds, 1.6% hits;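 note: NT is the 2HG producing partner of a matched IDH1 knockdown line; potency is the fitted concentration of half-maximal effect; 0% = DMSO-treated cells and -100% = media-only wells without cells; nearly all actives have a fitted effect of over 55% in size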
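A 48-hour cytotoxicity screen used HT-1080-NT cells plated 2 hours before compound delivery. ATP-based CellTiter-Glo luminescence measured viability, normalized to DMSO and no-cell controls.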
HEK293 tox: cytotoxicity in counter-screen for GLP-1R inverse agonists. HEK293 cAMP-luciferase reporter cells, luminescence, 24 h. Potency, µM (top dose mostly 38.3 µM), for the others: at the highest dose activity change, negative = inhibition, usual class: inhibitors. 410,000 compounds, 0.13% hits. AID 624418;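 note: loss of luciferase light is scored as toxicity; potency is the fitted concentration of half-maximal effect; % is set by controls: 0 for no effect and ±100 for the full control effect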
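1536-well qHTS counterscreen of the MLSMR; 200 cells/uL, 12 h pre-incubation, 23 nL cpd, 24 h at 37 deg C 5% CO2, luciferase detection reagent, 12 min RT, luminescence. Inhibition = undesired.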
SW480 rereplic: induces DNA re-replication in SW480 colon adenocarcinoma cells. 340,000 compounds, 1.8% hits. Potency, µM (top dose mostly 46.1 µM), inactives show at the top dose re-replication activation, hits mostly activators. SW480 DNA re-replication, Hoechst DNA content imaging, 48 h; note: potency is the fitted concentration of half-maximal effect; % of control where 0% means no effect; nearly all actives have a fitted effect of over 55% in size
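Per well, 250 cells were exposed to pinned compound for 48 hr. Nuclear DNA was visualised with Hoechst (40 min, 37 C) and total object intensity recorded by fluorescence scanning.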
HT1080 IDH1KD tx: kills HT-1080 cells with IDH1 knockdown. HT-1080 IDH1 knockdown viability, ATP luminescence, 48 h. Potency, µM (titrated, usually from 46.1 µM), for the others: top-dose activity, negative = toxicity, most hits filed as cytotoxic. 360,000 compounds, 2% hits;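 note: potency is the fitted concentration of half-maximal effect; 0% = DMSO wells and -100% = cell-free medium wells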
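Viability of IDH1-knockdown HT-1080 fibrosarcoma cells was assessed by CellTiter-Glo after 48 h at 37 °C with titrated compound; concentration-effect curves were classified by fit quality and response size.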
MCF10A rerep: inducers of DNA re-replication in MCF 10A breast cells | MCF 10A DNA re-replication, Hoechst nuclear intensity, 48 h | Potency, µM (doses to about 46.1 µM), without a hit: top-dose activity, positive = re-replication, actives largely listed as activators | 350,000 compounds, 2.9% hits; note: potency is the fitted concentration of half-maximal effect; % of control where 0% means no effect; nearly all actives have a fitted effect of over 50% in size
IL1B secr inh: blocks inflammasome-driven IL-1 beta release | THP-1 LPS/ATP IL-1B secretion, AlphaLISA, 16 h; stronger effect = lower value | activity change, % at 57.5 µM | 360,000 compounds, 4.7% hits; in the data active = activity change below about -50%; inconclusive = mostly about -30% to -49%; note: % is set by controls: 0 for no effect and ±100 for the full control effect
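Secreted IL-1B measured by AlphaLISA bead assay after 16 h compound exposure of THP-1 cells; compounds (final up to 57.5 uM) added 1 h before LPS (250 ng/mL) and ATP (1.25 mM) stimulation; lower signal means less secretion.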
An asterisk follows results filed as active; [ ] = remark or other dose. Unless noted, calls come from the whole dose curve; as a rule, active = well fitted curve in the direction sought with a large enough effect; inconclusive = small, poorly fitted or top-dose-only effect, or another doubt; inactive = no such curve, though single readings can be large; an effect the other way counts as inactive or inconclusive.

Screening C[C@]12C(=O)N(c3ccc(F)cc3)C(=O)N1[C@@H]1c3ccccc3OC[C@@H]1[C@H]2c1ccccc1 returned D3 ag -3, KB-3-1 tox inconclusive, KB-V1 MDR tox -20%, HT1080-NT tox 0%, HEK293 tox 13%, SW480 rereplic -8%, HT1080 IDH1KD tx -23%, MCF10A rerep -1% and IL1B secr inh -10.
Screening Cc1ccccc1NC(=O)CSc1nc2ccc(NC(=O)c3ccccc3)cc2s1 returned D3 ag 5, KB-3-1 tox 1%, KB-V1 MDR tox 5% and HEK293 tox -16%.
`CN(Cc1ccccc1)C(=O)c1ccc2c(c1)N(Cc1ccc(Cl)cc1)C(=O)c1ccccc1S2=O` (configuration not stated) gave D3 ag -4, KB-3-1 tox 16µM*, KB-V1 MDR tox inconclusive and HEK293 tox -11%.
Cc1ccc(NC(=O)Cn2c(-c3nonc3N)nc3ccccc32)cc1C was read as D3 ag 4, KB-3-1 tox 3%, KB-V1 MDR tox inconclusive and HEK293 tox 6%.
Brc1ccc(C2C3=C(Nc4ncnn42)c2ccccc2OC3c2ccncc2)cc1 (configuration not stated) was read as D3 ag 4, KB-3-1 tox inconclusive, KB-V1 MDR tox 21µM*, HT1080-NT tox inconclusive, HEK293 tox -27%, SW480 rereplic inconclusive, HT1080 IDH1KD tx inconclusive, MCF10A rerep inconclusive and IL1B secr inh inconclusive.
Screening CN(C)c1nc2c(N)ncnc2n1C1OC(CO)C(O)C1O (configuration not stated) returned D3 ag 2, KB-3-1 tox -9%, KB-V1 MDR tox -10%, HT1080-NT tox 9%, HEK293 tox 1%, SW480 rereplic 0%, HT1080 IDH1KD tx 27%, MCF10A rerep 0% and IL1B secr inh 1.
`COc1cc(/C=N/NC(=S)NCC2CCCO2)cc(OC)c1OC` (configuration not stated) gave D3 ag -2, KB-3-1 tox 1%, KB-V1 MDR tox inconclusive, HT1080-NT tox 2%, HEK293 tox -7%, SW480 rereplic 0%, HT1080 IDH1KD tx 5%, MCF10A rerep 26% and IL1B secr inh 24.
Cn1c(=O)[nH]c(=O)c2c1ncn2CCN1CCCCC1 was read as D3 ag 2, KB-3-1 tox -5%, KB-V1 MDR tox 0%, HT1080-NT tox 12%, HEK293 tox 2%, SW480 rereplic -8%, HT1080 IDH1KD tx 17%, MCF10A rerep 0% and IL1B secr inh 4.
O=C(Nc1ccncc1)c1ccc2c(c1)C(=O)N(CC1CCCO1)C2=O (configuration not stated) was read as D3 ag 6, KB-3-1 tox 7%, KB-V1 MDR tox -2%, HT1080-NT tox 16%, HEK293 tox -15%, SW480 rereplic -1%, HT1080 IDH1KD tx 17%, MCF10A rerep -83%[inhibitor] and IL1B secr inh 15.
`O=c1sc2ccccc2c(=O)n1Cc1ccccc1F` gave D3 ag -4, KB-3-1 tox 0%, KB-V1 MDR tox 7%, HT1080-NT tox 0%, HEK293 tox 2%, SW480 rereplic -10%, HT1080 IDH1KD tx 1%, MCF10A rerep -1% and IL1B secr inh 43.
Screening Cc1ccc(CNC(=O)Cc2cn(C)c3ccccc23)cc1 returned D3 ag -3, KB-3-1 tox 17%, KB-V1 MDR tox -2%, HT1080-NT tox -1%, HEK293 tox 1%, SW480 rereplic 0%, HT1080 IDH1KD tx -15%, MCF10A rerep 0% and IL1B secr inh 2.
COc1ccc(-c2nnn(CC(=O)NCc3ccc4c(c3)OCO4)n2)cc1OC was read as D3 ag 4, KB-3-1 tox 11%, KB-V1 MDR tox 4%, HT1080-NT tox 0%, HEK293 tox -6%, SW480 rereplic -5%, HT1080 IDH1KD tx 12%, MCF10A rerep 4% and IL1B secr inh 17.
Screening O=C(NCC1CCCO1)Nc1ccc(Cl)cc1 (configuration not stated) returned D3 ag 5, KB-3-1 tox 6%, KB-V1 MDR tox 5%, HT1080-NT tox 11%, HEK293 tox -1%, SW480 rereplic -2%[9.22 µM], HT1080 IDH1KD tx 15%, MCF10A rerep -4% and IL1B secr inh 3.
For CCOc1ccc(N(CC(=O)NCc2ccco2)S(C)(=O)=O)cc1 the results were D3 ag 0, KB-3-1 tox -1%, KB-V1 MDR tox 12%, HT1080-NT tox 5%, HEK293 tox -8%, SW480 rereplic -5%, HT1080 IDH1KD tx 10%, MCF10A rerep -4% and IL1B secr inh 11.
COc1ccccc1NC(=O)CSc1nc(O)cc(=O)n1-c1ccccc1OC was read as D3 ag -3, KB-3-1 tox -2%, KB-V1 MDR tox 13%, HT1080-NT tox -17%, HEK293 tox 1%, SW480 rereplic 11%, HT1080 IDH1KD tx -2%, MCF10A rerep 15µM* and IL1B secr inh 12.
For CC(C)(C)CC(=O)N1CCN(Cc2ccc3c(c2)OCO3)CC1 the results were D3 ag -3, KB-3-1 tox -2%, KB-V1 MDR tox -1%, HT1080-NT tox 4%, HEK293 tox -2%, SW480 rereplic -6%[9.22 µM], HT1080 IDH1KD tx 9%, MCF10A rerep -10% and IL1B secr inh -7.
`CC1(C)Cc2c(C#N)c(OCC(=O)c3ccccc3)nc(-c3ccoc3)c2CO1` gave D3 ag -7, KB-3-1 tox -4%, KB-V1 MDR tox -12%, HT1080-NT tox -3%, HEK293 tox 26%, SW480 rereplic 3%, HT1080 IDH1KD tx 1%, MCF10A rerep inconclusive and IL1B secr inh 46.
For CC(C)(C)c1nc(SCC(=O)c2ccccc2)c2ccccc2n1 the results were D3 ag 20, KB-3-1 tox -19%, KB-V1 MDR tox inconclusive, HT1080-NT tox -6%, HEK293 tox 8%, SW480 rereplic -1%, HT1080 IDH1KD tx -16%, MCF10A rerep inconclusive and IL1B secr inh -55*.
`CC(C)CNc1cc(NC2CCCCC2)c2c3c(onc13)-c1ccccc1C2=O` gave D3 ag -5, KB-3-1 tox -5%, KB-V1 MDR tox -13% and HEK293 tox inconclusive.
Screening Cc1c(Cl)cccc1NC(=S)N1CCC(N(C)CC2CCCO2)CC1 (configuration not stated) returned D3 ag -1, KB-3-1 tox 4%, KB-V1 MDR tox -4%, HT1080-NT tox 0%, HEK293 tox -7%, SW480 rereplic 7%, HT1080 IDH1KD tx -12%, MCF10A rerep 11% and IL1B secr inh -11.

Looked up by compound from the entries so far, three records:
Cc1ccc(NC(=O)Cn2c(-c3nonc3N)nc3ccccc32)cc1C was read as D3 ag 4, KB-3-1 tox 3%, KB-V1 MDR tox inconclusive and HEK293 tox 6%.
Screening Cc1ccc(CNC(=O)Cc2cn(C)c3ccccc23)cc1 returned D3 ag -3, KB-3-1 tox 17%, KB-V1 MDR tox -2%, HT1080-NT tox -1%, HEK293 tox 1%, SW480 rereplic 0%, HT1080 IDH1KD tx -15%, MCF10A rerep 0% and IL1B secr inh 2.
For CCOc1ccc(N(CC(=O)NCc2ccco2)S(C)(=O)=O)cc1 the results were D3 ag 0, KB-3-1 tox -1%, KB-V1 MDR tox 12%, HT1080-NT tox 5%, HEK293 tox -8%, SW480 rereplic -5%, HT1080 IDH1KD tx 10%, MCF10A rerep -4% and IL1B secr inh 11.

Next results
`O=S(=O)(Nc1ccccc1)c1ccc(S(=O)(=O)N2CCCC2)cc1` gave D3 ag 1, KB-3-1 tox -15%, KB-V1 MDR tox -17%, HT1080-NT tox 4%[9.24 µM], HEK293 tox -28%, SW480 rereplic -13%, HT1080 IDH1KD tx 5%, MCF10A rerep -2% and IL1B secr inh 31.
Screening COc1ccc(CCC(=O)N2CC(C)OC(C)C2)cc1 (configuration not stated) returned D3 ag -9, KB-3-1 tox inconclusive, KB-V1 MDR tox inconclusive, HT1080-NT tox 1%, HEK293 tox -19%, SW480 rereplic 5%, HT1080 IDH1KD tx -1%, MCF10A rerep 1% and IL1B secr inh 10.
`CCc1ccc2nc(SCC(=O)N3CCCCC3)c(C#N)cc2c1` gave D3 ag -1, KB-3-1 tox -3%, KB-V1 MDR tox inconclusive, HT1080-NT tox -1%, HEK293 tox 6%, SW480 rereplic -1%, HT1080 IDH1KD tx -14%, MCF10A rerep 41% and IL1B secr inh 27.
For COc1ccc(NC(=O)CN2C(=O)COc3ccc(S(=O)(=O)Nc4ccccc4)cc32)cc1 the results were D3 ag -12, KB-3-1 tox 4%, KB-V1 MDR tox -12% and HEK293 tox -14%.
Screening O=C(OCC(=O)N1CCCc2ccccc21)c1ccc(S(=O)(=O)C(F)F)cc1 returned D3 ag 4, KB-3-1 tox -4%, KB-V1 MDR tox inconclusive, HT1080-NT tox -2%, HEK293 tox -4%, SW480 rereplic -3%, HT1080 IDH1KD tx 3%, MCF10A rerep 1% and IL1B secr inh 3.
Screening COc1cccc(NC(=O)CN(C)C(=O)/C=C/c2ccc(S(=O)(=O)N3CCCCCC3)cc2)c1 returned D3 ag 5, KB-3-1 tox 0%, KB-V1 MDR tox inconclusive, HT1080-NT tox -15%, HEK293 tox -12%, HT1080 IDH1KD tx inconclusive and IL1B secr inh -3.
For CCOC(=O)c1ccc(N2C(=O)c3n[nH]c(-c4cccs4)c3C2c2ccc(C(C)(C)C)cc2)cc1 (configuration not stated) the results were D3 ag 21, KB-3-1 tox inconclusive, KB-V1 MDR tox inconclusive and HEK293 tox 3%.
`COc1ccccc1CNC(=O)c1cc2ccccc2oc1=O` gave D3 ag 2, KB-3-1 tox 3%, KB-V1 MDR tox 2%, HT1080-NT tox 4%, HEK293 tox 7%, SW480 rereplic 1%, HT1080 IDH1KD tx 7%, MCF10A rerep -13% and IL1B secr inh 0.

Rows were taken by chance (roughly 11% active in at least one column).
